NCI-60 one-dose screen, 48 h, at 10 µM unless noted. Numbers give growth in % (100 = growth as untreated, 0 = no growth, -100 = all killed).
HOP-62 = HOP-62 NSCLC; hit rate 3.9% among 80,000
HOP-92 = HOP-92 NSCLC cells; hit rate 6.3% among 71,000; AID 1794738
A549/ATCC = A549/ATCC NSCLC; AID 1794740; hit rate 3.7% among 81,000
CCRF-CEM = CCRF-CEM leukemia; hit rate 7% among 77,000; AID 1794778
MOLT-4 = MOLT-4 leukemia cells; hit rate 6.9% among 80,000; AID 1794779
M14 = M14 melanoma; AID 1794745; hit rate 6.2% among 80,000
RPMI-8226 = RPMI-8226 leukemia cells; hit rate 7.5% among 77,000; AID 1794781
EKVX = EKVX NSCLC | hit rate 3% among 71,000 | AID 1794765
* marks the source's active call; other numbers are inactive results; . = not tested or not shown; & = joins results of further samples; [ ] = remark or other dose. How the source made its calls: active means growth percent below 10; inactive means the rest.

The opening 5 records, ahead of the listing:
molecule	HOP-62	HOP-92	A549/ATCC	CCRF-CEM	MOLT-4	M14	RPMI-8226	EKVX
C[PH+](c1nc2ccccc2nc1[PH+](C)C(C)(C)C)C(C)(C)C.C[PH+](c1nc2ccccc2nc1[PH+](C)C(C)(C)C)C(C)(C)C.[Au+].[Cl-] (centres undefined)	-94*	-81*	-74*	12	8.3*	-100*	-18*	-83*
C=CC1OC2C3CC(C2O1)C1OC31 (centres undefined)	101	.	102	107	97	106	103	.
NC1=C(O)C(=O)C(c2cccc3ccccc23)O1 (centres undefined)	91	91	104	113	108	100	96	89
N[C@@H]1CCC[C@H]1NCCCCN1C(=O)c2cccc3cc([N+](=O)[O-])cc(c23)C1=O	32	34	22	2.0*	-3.4*	64	41	61
C[N+]1=C(/C=C/c2ccc(I)cc2)C(C)(C)c2ccccc21	108	65	109	2.3*	8.8*	91	72	91

The whole of this part, from the first entry:
molecule	HOP-62	HOP-92	A549/ATCC	CCRF-CEM	MOLT-4	M14	RPMI-8226	EKVX
C[PH+](c1nc2ccccc2nc1[PH+](C)C(C)(C)C)C(C)(C)C.C[PH+](c1nc2ccccc2nc1[PH+](C)C(C)(C)C)C(C)(C)C.[Au+].[Cl-] (centres undefined)	-94*	-81*	-74*	12	8.3*	-100*	-18*	-83*
C=CC1OC2C3CC(C2O1)C1OC31 (centres undefined)	101	.	102	107	97	106	103	.
NC1=C(O)C(=O)C(c2cccc3ccccc23)O1 (centres undefined)	91	91	104	113	108	100	96	89
N[C@@H]1CCC[C@H]1NCCCCN1C(=O)c2cccc3cc([N+](=O)[O-])cc(c23)C1=O	32	34	22	2.0*	-3.4*	64	41	61
C[N+]1=C(/C=C/c2ccc(I)cc2)C(C)(C)c2ccccc21	108	65	109	2.3*	8.8*	91	72	91
CN1C(=O)N(C)C2SC(N/N=C/c3ccccc3F)=NC21 (centres undefined)	68	124	63	67	45	36	91	86
COc1ccc2c(c1)CCCC21C(=O)Nc2ccc(C(F)(F)F)cc21 (centres undefined)	89	103	86	84	63	104	81	98
O=C(N=P(c1ccccc1)(c1ccccc1)c1ccccc1)c1ccccc1	100	75	91	104	85	105	98	.
COc1ccc(Nc2nc(N)nc3c2CCN(Cc2ccc(OC)cc2OC)C3=O)cc1	63	7.7*	86	86	81	65	42	82
CC(=O)Nc1ccc(CC#N)cc1	118	.	97	.	108	110	141	104
CC(C)(C)OC(=O)NC[C@H](N)C(=O)O	92[20 µM]	86[20 µM]	98[20 µM]	98[20 µM]	102[20 µM]	101[20 µM]	106[20 µM]	105[20 µM]
CCS(=O)(=O)CCCl	105	92	97	64	89	94	101	90
COc1ccc(CNc2c3ccccc3nc3ccc(OC)cc23)cc1	34	.	15	19	-0.1*	19	-48*	24
CCN(CC)Cc1nnc(CCC(=O)c2nc3ccc([N+](=O)[O-])cc3[nH]2)o1	86	86	93	103	96	95	108	86
O=C1CC(=O)N(CCc2ccncc2)C(=O)N1CCc1ccncc1	81	100	100	99	96	94	102	97
CC(=O)Nc1ccc(S(=O)(=O)Cl)cc1	102	.	104	91	104	118	100	.
FC(F)(F)c1ccc2c(Nc3cccc(C4CC(c5ccccc5)=NN4c4ccc(Cl)cc4)c3)ccnc2c1 (centres undefined)	60	47	72	3.4*	4.9*	41	-19*	83
Nc1nc(N)c2c(n1)NC(c1cccc(Nc3ccnc4cc(C(F)(F)F)ccc34)c1)CC(c1ccc(Cl)cc1)=N2 (centres undefined)	52	35	41	19	7.5*	30	-1.2*	51
COC(=O)C1CC(=O)C(C(=O)OC)CC1=O (centres undefined)	108	.	108	95	96	109	.	116
CC(O)(Cc1cccnc1)c1cccs1 (centres undefined)	98	.	108	107	88	92	.	99
CCCN(CCC)c1nc(C)nc2nc(Cl)[nH]c12	71	88	65	85	.	93	86	98
CC1=C(c2ccccc2)C=NNCC1=O	108	.	108	104	110	115	111	97
NS(=O)(=O)c1ccc(-n2c(=O)c3cc4c(=O)n(-c5ccc(S(N)(=O)=O)cc5)c(=O)c4cc3c2=O)cc1	95	107	98	99	102	101	97	99
CC(=O)Nc1ccc2ccccc2c1Br	87	68	91	85	97	109	83	95
O=C(CC(C[N+](=O)[O-])c1ccccc1)c1ccc(O)cc1 (centres undefined)	99	96	98	101	96	106	102	98
c1ccc(N=C2CCCCC2)cc1	111	81	89	102	88	114	101	115
O=C(CSc1nc2ccccc2c(=O)[nH]1)Nc1cccc(C(=O)O)c1	100	98	90	120	94	94	96	95
O=C(/C=C/c1ccccc1)n1c(-c2ccc(O)cc2)nc2ccccc21	90	98	103	92	82	100	94	.
COc1ccc(Cn2cc3c(c2-c2cc(OC)c(OC)c(OC)c2)CCCc2cnoc2-3)cc1	43	51	34	16	8.8*	3.0*	23	40
CCCCCCCCCCCCCCCn1nnnc1N	101	.	103	103	99	93	104	94
COC(=O)[C@]1(C)CC[C@]2(C)CC[C@]3(C)C(=CC[C@@H]4[C@@]5(C)CC(=O)CC(C)(C)[C@@H]5CC[C@]43C)[C@@H]2C1	98	103	108	97	100	99	101	96
CC(C)(C)c1nn(-c2ccccc2)c2c1COCN2Cc1ccc2c(c1)OCO2	95	72	90	62	65	89	36	103
CC(C)(C)n1cc(-c2ccnc(NCCCNS(=O)(=O)c3ccccc3)c2)c(-c2cccc(F)c2)n1	90	79	60	33	40	63	44	75
O=C1Nc2ccc(Br)cc2C1Cc1c(O)[nH]c2ccc(Br)cc12 (centres undefined)	114	134	109	104	113	108	107	106
Cc1ccc(Nc2nc(-c3cc(O)c(C)c(C)c3O)cs2)cc1	100	98	88	15	26	97	77	97
O=C(CSc1nc2ccccc2c(=O)n1-c1ccc(S(=O)(=O)Nc2ccc(Cl)nn2)cc1)NCc1ccccc1	102	104	91	93	88	.	79	95
COc1cc(C2CC(c3cc(OC)c(OC)c(OC)c3)=NN2)ccc1Oc1nc2c(c(=O)n(C)c(=O)n2C)n1C (centres undefined)	62	.	87	76	80	103	66	88
Cc1nc(N)nc(Nc2ccc(C#N)cc2)c1Br	86	.	96	91	91	104	94	39
COc1cc(NC(=O)CSc2nc3ccccc3c(=O)n2CCc2ccc(S(N)(=O)=O)cc2)cc(OC)c1OC	106	99	97	96	96	110	96	109
C#CC(C)(C)Nc1ccccc1	97	110	94	103	106	106	106	106
O=C1/C(=C/c2ccc(Cl)cc2Cl)CN(S(=O)(=O)c2ccccc2)C/C1=C\c1ccc(Cl)cc1Cl	-2.3*	-3.3*	3.1*	-13*	3.4*	21	-22*	.
CC(C)NCCOC(=O)c1ccc(N)cc1	105	114	107	110	115	108	106	.
O=C(O)c1cn(C2CC2)c2cc(N3CCN(C(=O)CSCCO)CC3)c(F)cc2c1=O	109	97	110	107	103	101	.	101
CC/C(=C\c1ccccc1O)c1ccncc1	101	.	96	98	102	101	87	99
COc1ccc(/C=C2\CN(C)CC3=C2OC(N)=C(C#N)C3c2ccc(OC)c(OC)c2)cc1OC (centres undefined)	89	36	97	86	99	88	88	93
CCOC(=O)C1CCN(c2ccc(N3C[C@H](CNC(=O)c4ccc(Cl)c(N)c4)OC3=O)cc2)CC1	100	90	102	94	96	98	94	101
COc1ccc(-c2nnc(COc3ccc(NC(=O)c4ccc(Cl)c(Cl)c4)cc3F)o2)cc1	54	87	88	88	86	99	81	.
CCc1ncnc2c1ccn2C(C)c1ccc(OC)c(F)c1 (centres undefined)	41	43	41	42	33	36	37	52
CSc1ncccc1C(=O)OCC(=O)Nc1oc(C)c2c(C)n[nH]c(=O)c12	105	73	103	79	99	110	73	71
CC(=O)OCC(=O)[C@@]1(O)CC[C@H]2[C@@H]3CC[C@H]4C[C@@H](O)CC[C@]4(C)[C@H]3C(=O)C[C@@]21C	87	76	96	93	101	105	94	105

Further records.
molecule	HOP-62	HOP-92	A549/ATCC	CCRF-CEM	MOLT-4	M14	RPMI-8226	EKVX
O=C(O)c1nn(-c2ccccc2)nc1N1CCCCC1	95	120	105	104	99	105	103	96
COc1ccc(-c2cc(-c3cccn3C)c(C#N)c(=O)n2Cc2ccccc2)cc1OC	99	87	109	96	99	104	114	110
CC(=O)Oc1cccc(-n2c(O)c(C=Nc3cccnc3)sc2=S)c1	97	92	101	107	101	104	105	81
COc1ccc(Oc2ccc(/C=N/Nc3nc4ccccc4c(=O)n3-c3ccccc3)cc2)cc1	111	101	103	102	103	.	100	101
O=C(CSc1cc[n+](CCCCF)c2ccccc12)n1ccc2ccccc21	100	98	91	106	98	88	91	87
COc1ccc(OC)c(-c2nc3sccn3c2/C=C/C(=O)c2nccs2)c1	90	72	93	97	88	99	88	97
COc1ccc(OC)c2c1[nH]c(=O)c1c3cccnc3cn21	55	.	52	63	45	100	87	85
Cc1ccc(C(=O)c2ccc(CC(=O)NN3C(=O)CCC3=O)n2C)cc1	97	89	101	102	104	107	101	99
O=C(O)c1c[nH]c2c(Cl)cccc2c1=O	86	98	100	100	97	97	95	.
COc1ccc2cc(C#Cc3ccc(-n4c(/C=C/c5ccnc6ccccc56)nc5ccccc5c4=O)c(C)c3)ccc2c1	.	79	99	88	88	101	58	86
COC(C)CCOC(=O)c1cccc(C)c1 (centres undefined)	90	94	94	95	106	101	99	93
COc1ccc(C(=O)/C=C/c2ccc(Cl)cc2)cc1S(N)(=O)=O	54	-27*	55	-18*	-5.4*	-57*	-32*	87
Cn1c2c(c3ccc(Cl)c(Cl)c31)C(C#N)C1(CCNCC1)NC2=O (centres undefined)	24	22	31	.	16	16	14	46
O=C(c1nn(-c2ccccc2)c2c1CC(NCCc1ccc(C(F)(F)F)cc1)CC2)N1CCCCC1 (centres undefined)	102	72	96	84	73	93	96	93
COc1cc(/C=C2/C=C(c3ccc(C(C)(C)C)cc3)N(CCc3ccc(S(N)(=O)=O)cc3)C2=O)cc(OC)c1OC	77	23	38	29	16	36	-5.2*	51
COc1ccccc1N1CCN(c2ncnc3cc[nH]c23)CC1	58	.	83	56	44	71	44	70
COc1cc2ccccc2cc1C(=O)NC(=S)Nc1ccc(-c2nc3ccccc3o2)cc1	94	91	91	91	98	82	.	82
Cc1nn2c(-c3nc4ccc(Cl)cc4[nH]3)c(-c3ccc(F)cc3)nc2s1	115	91	80	72	73	95	78	.
COc1ccc(CC(C)NN)cc1 (centres undefined)	77	90	94	99	107	99	91	86
O=C(c1ccccc1)c1c(/C=C/c2ccc(Br)cc2)nc2ccccc2c1/C=C/c1ccc(Cl)cc1	85	77	95	93	94	97	99	89
CC(C)(C)OC(=O)NCCc1ccc(N=C=S)cc1	70	39	77	30	69	75	9.2*	90
C/C(=N\Nc1ncc(-c2ccc(Br)cc2)s1)c1cc2ccccc2o1	77	92	90	100	98	100	102	94
CSC(SC)=C(C#N)c1nc2ccccc2s1	73	-13*	75	25	64	48	25	74
O=c1[nH]c2c(c(=O)n1-c1ccccc1)CCO2	.	.	101	77	84	105	112	94
Cc1cc(C)c(C#N)c(=O)[nH]1	101&100	94&104	104&100&107	104&101&112	103&98&100	97&100&105	103&98&112	99&108&110
N#CSCC1CC(O)(c2ccccc2)CC(c2ccc(F)cc2)O1 (centres undefined)	-37*	30	28	7.4*	-0.4*	-36*	-22*	34
Cn1cc(-c2nn3cc(-c4ccccc4)nc3s2)c2ccccc21	61	72	66	76	65	51	91	72
NS(=O)(=O)c1ccc(NC(=O)N2CCN(Cc3ccc(Cl)cc3)CC2)cc1	99	114	115	93	96	98	88	.
CNC(=O)c1cc(Oc2ccc(NC(=O)c3nc(S(C)(=O)=O)n(C)c3-c3ccc(F)cc3)cc2)ccn1	91	77	83	85	62	50	56	71
Cn1c(=O)c2nc(NCc3ccccc3)sc2n(C)c1=O	100	.	107	72	90	101	.	107
OCc1cccc(F)c1	100	118	99	103	83	95	113	106
O=C1NC(=O)C(O)(C(=O)O)N1 (centres undefined)	113	117	101	97	93	.	.	99
CC(C)N1CC(=O)N2CSCC2C1=O (centres undefined)	111	126	103	107	111	104	109	105
O=C(O)C1CCC(c2ccccc2)=N1 (centres undefined)	102	.	98	98	99	109	102	107
COc1ccc(/C=C/C(=O)c2c(C)oc3nc[nH]c(=O)c23)cc1OC	107	88	85	57	84	77	77	74
Cc1ccc(Nc2ccc(O)c3c2C(=O)c2ccccc2C3=O)cc1	94	95	100	87	107	.	94	100
COC(=O)Nc1ccc2ccc3c(NC(=O)OC)ccc4ccc1c2c43 (tested in a mixture with another compound)	48	9.3*	41	54	35	25	.	68
FC(F)(F)C1(C2CCNCC2)N=N1	94	104	109	108	106	105	112	102
Cc1ccc(-c2n[nH]c(=O)c3noc(-c4ccc(C)cc4)c23)cc1	29	.	37	18	44	29	12	.
Cc1cc2n(n1)-c1c(cnn(C)c1=O)Oc1ccccc1-2	104	82	99	106	100	105	101	106
N#Cc1cnc(NCCc2ccncc2)nc1-n1cnc2ccccc21	77	96	53	77	47	48	65	73
COc1cc2c(cc1OC)C[N+](C)(C)C(C)C2 (centres undefined)	89	86	80	97	93	98	98	107

A draw from above in order of SMILES length, high to low.
molecule	HOP-62	HOP-92	A549/ATCC	CCRF-CEM	MOLT-4	M14	RPMI-8226	EKVX
NS(=O)(=O)c1ccc(NC(=O)N2CCN(Cc3ccc(Cl)cc3)CC2)cc1	99	114	115	93	96	98	88	.
Cc1cc2n(n1)-c1c(cnn(C)c1=O)Oc1ccccc1-2	104	82	99	106	100	105	101	106
Cn1c(=O)c2nc(NCc3ccccc3)sc2n(C)c1=O	100	.	107	72	90	101	.	107
O=C1NC(=O)C(O)(C(=O)O)N1 (centres undefined)	113	117	101	97	93	.	.	99

Screening results deposited in PubChem BioAssay by NCI.
